# Bioassay records deposited in PubChem by National Center for Advancing Translational Sciences (NCATS).
# APE1 inh: blocks human APE1 abasic DNA cleavage; recombinant APE1, TAMRA/BHQ-2 abasic DNA cleavage fluorescence; Potency, µM (titrated, usually from 65.8 µM), without a hit: top-dose activity change, negative = inhibition, hits mostly inhibitors; 350,000 compounds, 0.35% hits; AID 2517;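 further: potency means the concentration at half of the fitted maximal effect; plate controls were vehicle for no effect and reference inhibitor for full effect; nearly all actives have a fitted effect of over 55% in size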
#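 Step 1: APE1 (0.75 nM) with compound, 15 min RT. Step 2: add 50 nM fluorophore/quencher THF duplex. Step 3: three fluorescence reads 60 s apart (525/598 nm); read 3 minus read 1 = reaction progress.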
# BLM helicase inh: Bloom syndrome helicase (human) inhibition | 350,000 compounds, 0.2% hits | recombinant BLM DNA unwinding, fluorescence dequenching | P54132 | AID 2528 | Potency, µM (doses to about 56.1 µM), without a hit: at the top dose activity change, negative = inhibition, most hits filed as inhibitors;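 further: potency means the concentration at half of the fitted maximal effect; plate controls were vehicle for no effect and no enzyme for full effect; nearly all actives have a fitted effect of over 35% in size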
# POLK inh: blocks human DNA polymerase kappa activity. purified Pol kappa, fluorescent DNA synthesis assay, 10 min. Potency, µM (top dose mostly 107 µM), without a hit: top-dose activity, negative = inhibition, most hits filed as inhibitors. 400,000 compounds, 0.53% hits; further: potency means the concentration at half of the fitted maximal effect; on the % scale 0 is the no-effect control and ±100 the full control effect
#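 Inhibition of 10 nM Pol kappa is measured by a fluorescent read-out at 0 and 10 min following addition of 50 nM substrate (final), with a 15-min room-temperature compound preincubation.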
# Apoferritin bind: candidate novel general anesthetic via apoferritin binding | P02791 | apoferritin/1-aminoanthracene competitive binding, fluorescence | Potency, µM (top dose mostly 77.5 µM), for inactives: top-dose activity change, negative = displacement, actives largely listed as inhibitors | 350,000 compounds, 0.074% hits; further: potency means the concentration at half of the fitted maximal effect; on the % scale 0 is the no-effect control and ±100 the full control effect; nearly all actives have a fitted effect of over 20% in size
# Target sequence (P02791 2-175 limits assumed): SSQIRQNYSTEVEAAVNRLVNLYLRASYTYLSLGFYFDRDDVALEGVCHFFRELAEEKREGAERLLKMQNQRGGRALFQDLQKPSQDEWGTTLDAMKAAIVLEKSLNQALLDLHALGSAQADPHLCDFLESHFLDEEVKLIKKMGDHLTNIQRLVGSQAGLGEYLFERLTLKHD
#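 10 uM apoferritin + 50% sat. 1-AMA, PBS; cpd 10 min RT; Ex380/Em535 endpoint; normalized to free probe vs complex; 4-param Hill fit; propofol titration as pos. ctrl.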
# POLH inh: inhibitors of human DNA polymerase eta | recombinant Pol eta, fluorescent DNA replication assay | Potency, µM (titrated, usually from 114 µM), without a hit: at the top dose activity change, negative = inhibition, hits mostly inhibitors | 390,000 compounds, 1.2% hits; further: potency means the concentration at half of the fitted maximal effect; on the % scale 0 is the no-effect control and ±100 the full control effect
# Target sequence (Q9Y253 whole entry, looked up): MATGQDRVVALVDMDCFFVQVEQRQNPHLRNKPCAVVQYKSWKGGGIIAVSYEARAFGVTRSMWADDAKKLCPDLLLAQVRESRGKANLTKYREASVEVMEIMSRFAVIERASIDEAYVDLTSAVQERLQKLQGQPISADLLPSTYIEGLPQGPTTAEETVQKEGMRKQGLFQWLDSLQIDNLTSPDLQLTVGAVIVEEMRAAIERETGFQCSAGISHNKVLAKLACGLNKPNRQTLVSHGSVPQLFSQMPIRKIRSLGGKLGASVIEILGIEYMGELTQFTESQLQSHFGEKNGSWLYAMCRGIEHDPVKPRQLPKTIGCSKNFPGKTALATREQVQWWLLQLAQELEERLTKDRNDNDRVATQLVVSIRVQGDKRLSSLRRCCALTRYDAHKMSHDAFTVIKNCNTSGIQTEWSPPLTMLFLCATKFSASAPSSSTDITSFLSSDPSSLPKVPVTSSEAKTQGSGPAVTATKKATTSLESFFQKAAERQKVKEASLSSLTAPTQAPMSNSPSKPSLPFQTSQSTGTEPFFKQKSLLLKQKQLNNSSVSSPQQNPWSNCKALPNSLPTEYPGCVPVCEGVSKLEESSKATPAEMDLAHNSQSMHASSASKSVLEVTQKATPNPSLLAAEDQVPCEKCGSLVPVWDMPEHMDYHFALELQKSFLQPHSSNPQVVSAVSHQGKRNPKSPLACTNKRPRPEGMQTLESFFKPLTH
#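 Fluorescent replication assay: 50 nM final substrate added after a 15 min room-temperature compound preincubation with 10 nM enzyme. Signal taken at 0 min and again at 10 min.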
# Pol iota inh: blocks human DNA polymerase iota activity; Pol iota fluorescent replication assay, 10 min; Potency, µM (titrated, usually from 115 µM), for inactives: at the highest dose activity, negative = inhibition, most hits filed as inhibitors; 390,000 compounds, 1% hits; further: potency means the concentration at half of the fitted maximal effect
#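 Pol iota at 10 nM preincubated 15 min with compounds at room temperature; reaction started with fluorescent substrate, 50 nM final. Fluorescence read kinetically at 0 and 10 min; buffer-only wells as negative control.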
# LDHA block: inhibitors of human lactate dehydrogenase A; purified LDHA, NADH/diaphorase-resazurin fluorescence; hits give low values; activity change, % (values are at about 110 or 230 µM); 480,000 compounds, 0.15% hits; in the data active means activity change below about -30%; inconclusive means mostly about -25% to -30%;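 further: plate controls were DMSO wells for no effect and wells without enzyme for full effect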
#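 Human LDH5 at 2 nM final in Tris HCl pH 7.4 with 0.06 mM NADH and 0.2 mM pyruvate, reacted 5 minutes at room temperature. Remaining NADH coupled via diaphorase/resazurin; resorufin fluorescence read at 0 and 20 minutes, normalized to enzyme-free and DMSO wells.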
# POLB inh: DNA polymerase beta (human) inhibition; AID 485314; Potency, µM (series often up to 114 µM), for the others: top-dose activity change, negative = inhibition, hits mostly inhibitors; P06746; Pol beta primer extension/strand displacement, fluorescence kinetic; 340,000 compounds, 1.3% hits; further: potency means the concentration at half of the fitted maximal effect; on the % scale 0 is the no-effect control and ±100 the full control effect
#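 Preincubation: enzyme (10 nM) with compound, 15 min, RT. Reaction: substrate added to 50 nM final. Reads: 0 and 10 min. Analysis: normalized, Hill fit.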
# Glioma ERSR ind: ER stress response induction in glioma; U87-MG GRP78 promoter luciferase reporter, 16 h; Potency, µM, for the others: at the top dose activation, usual class: activators; 420,000 compounds, 0.02% hits; further: potency means the concentration at half of the fitted maximal effect; series mostly up to about 76 µM; % of control where 0% means no effect; nearly all actives have a fitted effect of over 35% in size
#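 ERSR induction read as luciferase luminescence (Bright-Glo, 10 min at room temperature) in stably transfected human U87-MG glioma cells exposed to compounds for 16 h, using GRP78 as sensor.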
# * hit, by the source's call; u = inconclusive; x = not tested or not shown; & = joins results of further samples; [ ] = dose if it differs, or a comment. Unless noted, the call rests on the fitted dose curve; in most records, active means well fitted curve in the direction sought with a large enough effect; inconclusive means small, poorly fitted or top-dose-only effect, or another doubt; inactive means no such curve, though single readings can be large; an effect the other way counts as inactive or inconclusive. An excerpt; rates above refer to the full screens.
SMILES | POLB inh | BLM helicase inh | POLH inh | LDHA block | Glioma ERSR ind | Pol iota inh | POLK inh | Apoferritin bind | APE1 inh
COc1ccccc1-c1nc(NC(C)=O)n[nH]1 | 36% | -5% | -17% | -4 | 3% | 9% | -4% | -9% | 22%
COc1cc(OC)cc(C(=O)Nc2ccc([N+](=O)[O-])cn2)c1 | 7% | -10% | -12% | -5 | 3% | 22% | 4% | -3% | 0%
O=C(COc1ccc(Cl)cc1)NCCN1CCCCC1 | 1% | 4% | -12% | -3 | -2% | 161%[activator] | -9% | -1% | -2%
CC1CN(c2nc3c(c(=O)n(C)c(=O)n3C)n2Cc2c(F)cccc2Cl)CC(C)O1 (centres undefined) | 8% | -1% | -14% | 2 | 0% | 30%[activator] | -1% | -14% | -2%
O=C(Cn1c(Cc2ccccc2)nc2ccccc21)NCc1ccc2c(c1)OCO2 | 7% | 5% | 5% | 1 | 1% | 24% | 2% | 6% | 1%
COC(=O)[C@@H](NC(=O)N1CCC(C)CC1)C(C)C | -1% | -9% | -1% | -3 | -2% | 33%[activator] | 11% | 10% | -3%
C=CC[C@@H](Cc1ccc(F)cc1)C(=O)OC[C@@H]1CCCN1C(=O)[C@@H](CC=C)CC(=O)N[C@H](CO)Cc1ccccc1 | x | x | -27% | 4 | -3% | 37%[activator] | -12% | x | -8%
COc1ccc2cc(C(=O)NCc3ccccc3CN3CCCC3)ccc2c1 | x | x | -8% | 2 | -2% | 13% | 12% | x | 17%
CCc1ccc(N(CC)C(=O)Cn2cnc3sc(C)c(S(=O)(=O)N4CCN(c5ncccn5)CC4)c3c2=O)cc1 | -18% | -4% | -17% | -2 | -1% | 21% | 6% | -9% | x
O=C(CN1CCCC1c1ccc2c(c1)OCCO2)NC(=O)Nc1ccccc1 (centres undefined) | x | x | -11% | 0 | 3% | 15% | 8% | x | -12%
OCC[C@@H]1C[C@H](O)[C@@H](O)[C@]2(OCc3ccccc32)O1 | 0% | 0% | -1% | -4 | -3% | u | -11% | -17% | 4%
Cc1cc(NC(=O)CSCC(=O)Nc2ccccc2N2CCCCC2)no1 | x | x | -9% | 1 | -3% | 6% | -4% | x | 47%
Cc1cccc2sc(NC(=O)c3ccc(Cl)s3)nc12 | 4% | 2% | -18% | -2 | 0% | 10% | 12% | 2% | -6%
COC(=O)c1ccc(N2CC3CNC(=O)C2(C(=O)OC)N3C)cc1 (centres undefined) | x | x | -15%&1% | -3&1 | -4%&1% | 27%&-3% | -2%&3% | x | 16%&14%
O=C(COC(=O)c1ccc(O)cc1)Nc1cccc(S(=O)(=O)NC2=NCCCCC2)c1 | 13% | 0% | -14% | -5 | -2% | u | -3% | -13% | -5%
O=C(CSc1ccc([N+](=O)[O-])cn1)Nc1ccc(N2CCOCC2)cc1 | -4% | -7% | -3% | -5 | 10% | 26% | -2% | -8% | 4%
CCNC1(C#N)CCN(Cc2ccccc2)CC1 | x | x | 0% | -6 | -2% | 73%[activator] | -5% | x | x
Cc1nn(CCc2n[nH]c(=S)n2C)c(C)c1Br | -1% | -1% | 2% | -14 | -3% | -16%[58.9 µM] | -3% | -10% | 11%
Cc1ccc(OCC(=O)Nc2ccc(S(=O)(=O)Nc3ccccn3)cc2)c(C)c1 | -1% | 1% | -11% | -1 | -4% | -5% | -17% | -9% | 1%
O=C(Nc1nc2ccccc2[nH]1)c1cccc(Cl)c1 | -23% | 0% | 5% | -3 | -1% | -7% | -14% | -5% | 4%
N=c1c(C(=O)NC2CCCCC2)cc2c(=O)n3ccccc3nc2n1CC1CCCO1 (centres undefined) | -4% | -6% | u | -4 | -2% | 43%[activator] | 5% | 82%[activator] | 26%
CCN(CC)S(=O)(=O)c1cccc(-c2n[nH]c(=S)n2Cc2ccccc2)c1 | 49% | -1% | -6% | -1 | -2% | 7% | 1% | -6% | 1%
COc1cc(Cl)ccc1OCc1cc(C(=O)N(C)CC2CCCCO2)no1 (centres undefined) | 0% | -3% | -8% | -1 | 7% | 15% | -15% | -5% | 5%
N#Cc1cc2c(ccc3ccccc32)oc1=O | -4% | 0% | 2% | 0 | 0% | -11% | -20% | 96%[activator] | 4%
C=CCn1c(COc2ccccc2F)nnc1SCC(=O)Nc1cc2oc3ccccc3c2cc1OC | 33%[activator] | -7% | -21% | -3 | -2% | 1% | -2% | 56%[activator] | -7%
COc1cccc(CN(C)Cc2cc(=O)oc3cc(O)c(Cl)cc23)c1 | 0% | -3% | -5% | -23 | -4% | -25% | -19% | 247%[activator] | 11%
O=C(CSc1nnc(-c2ccco2)o1)NC(=O)Cc1ccccc1 | -22% | -3% | 11% | -6 | -1% | u | -17% | u | -3%
O=C(NCCc1csc(-c2ccc(F)cc2)n1)c1ccco1 | 6% | -1% | -10% | 0 | -2% | 8% | -11%[60.1 µM] | -11% | x
COC(=O)c1ccc2[nH]cc(CCO)c2c1 | 2% | 0% | -14% | -8 | -4% | 0% | 3% | -11% | 34%
Cc1ccc(S(=O)(=O)NCC(=O)OCC(=O)Nc2ccc(C)c(S(=O)(=O)N3CCOCC3)c2)cc1 | x | x | -5% | -2 | -2% | 1% | -1% | x | -22%
CCc1ccc(NC(=O)N(CCCN2CCOCC2)C(C)c2cc3cccc(OC)c3o2)cc1 (centres undefined) | 1% | -2% | -16% | -1 | -4% | -6% | -14% | -4% | -9%
Cc1ccc(CNC(=O)CNC(=S)N(Cc2ccccc2)Cc2ccccc2F)cc1 | -27% | -12% | -11% | -5 | -9% | 38%[activator] | -8% | 26% | -4%
Cc1ccc(C(=O)NC2CCCCCC2)o1 | 0% | 0% | -13% | 2 | 0% | 26% | -8% | u | -3%
COc1ccc(NC(=O)N2CCCC(c3nc(-c4ccc(OC)cc4)no3)C2)cc1 (centres undefined) | -23% | -9% | -22% | 0 | 1% | 31%[activator] | -2% | -21% | 1%
COc1cc(OC)c(NC(=O)c2cccc(F)c2)cc1Cl | 1% | 2% | -19% | -14 | 0% | 231%[activator] | -8% | -8% | 0%
COc1ccc(C(=O)N2CCN(C(=O)COc3ccc(C)cc3)CC2)cc1OC | -28% | -1% | -14% | -2 | -1% | 8% | -6% | -1% | x
Cc1cc(C)c(C(=O)Cn2cnc3cc([N+](=O)[O-])ccc3c2=O)cc1C | u | -7% | -4% | -9 | -4% | 149%[activator] | -12% | -19% | -17%
CS(=O)(=O)N(CC(=O)O)c1ccc(Oc2ccccc2)cc1 | 0% | -2% | -14% | -3 | -4% | -9%[58.9 µM] | 1% | 9% | 0%
Cc1ccc2[nH]c(=O)c(C3C(C#N)=C(N)Oc4c3ccc3cccnc43)cc2c1 (centres undefined) | -21% | -15% | u | 9 | -12% | -6% | -15% | -19% | -4%
O=C(/C=C1\C(=O)Nc2ccccc21)/C=C1\C(=O)Nc2ccccc21 | 6% | -5% | -15% | 4 | -10% | u | -12% | -20% | -4%
COc1ccc(NC(=O)CCn2c(=S)[nH]c3ccccc3c2=O)cc1OC | 5% | -4% | -5% | -2 | 1% | 0% | 1% | -7% | -11%
CCN(CC(=O)Nc1ccc2c(c1)CCC2)Cc1nc2ccccc2c(=O)[nH]1 | -15% | -2% | 3% | 1 | 3% | 2% | -21% | -20% | -4%
CC(C)C(NC(=O)c1c(F)cccc1F)C(=O)NCc1ccncc1 (centres undefined) | x | x | 0% | -1 | -4% | 19% | 0% | x | 29%
Cc1ccc(S(=O)(=O)N2CCCCC2)cc1NC(=O)COC(=O)c1ccc(=O)[nH]c1 | x | x | -15% | -3 | 0% | 22% | 12% | x | -4%
CC(=O)Nc1ccc(OCC(O)Cn2c(C)nc3ccccc32)cc1 (centres undefined) | -1% | -5% | 8% | 7 | -7% | 8% | -2% | -4% | 2%
O=C(Nc1ccccc1Cl)c1ccc(=O)[nH]n1 | -2% | 0% | -17% | -4 | 2% | 34%[activator] | -15% | 4% | 2%
Cc1ccc(O)c(NC(=O)CCSc2nc(-c3ccco3)cc(C(F)(F)F)n2)c1 | 19% | -3% | -13% | -10 | 6% | -1% | -17% | -22% | x
Cc1nc(NCC2CCCO2)nc2c1C(=O)CC(C)(C)C2 (centres undefined) | -3% | 0% | -3% | -4 | 3% | 16% | 0% | -3% | -3%
CCn1c2ccccc2c2cc(NC(=O)Nc3ccc([N+](=O)[O-])cc3C)ccc21 | 14% | -5% | x | x | x | x | x | -3% | 14%
COc1ccc(C)cc1S(=O)(=O)Nc1ccc2c(c1)OCCO2 | -10% | -10% | -5% | -5 | -3% | 18% | -4% | -8% | 49%[activator]
CCC1=NN(C(=O)Cc2ccc(OC)cc2)C(O)(C(F)(F)F)C1 (centres undefined) | -2% | -2% | 1% | 4 | -3% | -16% | -6% | -11% | -4%
Cc1ccc(SCC(=O)Nc2cccc(S(=O)(=O)N3CCOCC3)c2)cc1C | x | x | -22% | 3 | -3% | -2% | 6% | x | 4%
O=C(c1ccccc1)c1cccc[n+]1[O-] | 21% | 0% | 3% | -5 | -3% | 72%[activator] | -11% | 1% | -7%
Cc1c(C(=O)C(=O)N2CC=C(c3ccccc3)CC2)c2ccccc2n1C | -13% | -1% | u | -1 | -3% | 10% | -19% | -2% | -3%
COc1ccccc1NC(=O)Nc1ccc(CC#N)cc1 | 23% | -5% | -19% | -4 | 5% | 0% | 4% | -8% | 1%
Cn1c(=O)c2[nH]c(CN3CCCCC3)nc2n(C)c1=O | x | x | -12% | 5 | -2% | 46%[activator] | -11% | x | x
CCN(CC)c1ccc(NC(=O)c2ccccc2OCC(=O)OC)cc1 | -26% | 4% | -8% | 3 | 5% | -6% | -11% | 156%[activator] | 1%
COc1ccc(OC)c(/C=N/NC(=O)C(=O)NCc2cccnc2)c1 | 2% | -14% | -1% | -8 | -4% | 84%[activator] | -20% | 4% | 3%
O=C1CN(CC(=O)Nc2cccc(Cl)c2Cl)c2ccccc2N1 | -25% | -3% | -9% | -2 | -2% | u | -8% | -20% | -3%
Cc1ccc(C2C(C(=O)c3cccs3)=C(O)C(=O)N2c2ccc(S(N)(=O)=O)cc2)cc1 (centres undefined) | -17% | -1% | -2% | -1 | -2% | 10% | -6% | -13% | 10%
